High-throughput results (PubChem)
A549 viability = kills or reduces viability of A549 cells in Nrf2 counter-screen. A549 ARE-Fluc cells, CellTiter-Fluor viability, 18-24 h. Potency, µM (series often up to 46 µM), for the others: at the highest dose activity change, negative = cytotoxicity, actives largely listed as inhibitors. 0.16% of 390,000 active; note: potency is the fitted concentration of half-maximal effect; % is set by controls: 0 for no effect and ±100 for the full control effect
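A549 ARE_Fluc cells in 5% FBS OPTI-MEM were exposed to compounds in concentration-response for 18-24 h at 37 deg C. Viability was read by CellTiter-Fluor fluorescence (Ex 405/Em 525) after 30 min, before the luciferase read.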
MmCpn inh = blocks the Methanococcus maripaludis chaperonin Mm-Cpn; purified Mm-Cpn ATPase, ADP Transcreener TR-FRET; Potency, µM (titrated, usually from 76.9 µM), for inactives: top-dose activity, negative = inhibition, hits mostly inhibitors; 0.031% of 330,000 active; note: potency is the fitted concentration of half-maximal effect; % is set by controls: 0 for no effect and ±100 for the full control effect; nearly all actives have a fitted effect of over 80% in size
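ATP (10 uM final) was added to archaeal chaperonin (25 nM final) after 10 min exposure to test compound at 37°C; after 30 min further incubation, ADP was detected by competitive TR-FRET.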
Nrf2 ARE act = activates Nrf2 signaling. AREc32 ARE-luciferase reporter (MCF7-derived line), luminescence, 24 h. Potency, µM (series often up to 46.1 µM), for the others: at the highest dose activation, hits mostly activators. 0.31% of 410,000 active; note: potency is the fitted concentration of half-maximal effect; % of control where 0% means no effect; nearly all actives have a fitted effect of over 65% in size
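Nrf2 activation is followed as ARE-luciferase induction in the AREc32 line after one day of compound treatment; luminescence is read with Steady-Glo.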
pAkt inh = blocks phosphorylation of Akt. Neuro2A IGF-stimulated pAkt S473 HTRF, 20 min; stronger effect = lower value. activity change, % for hits at 50 µM. 0.32% of 360,000 active. AID 651550; in the data active = activity change below about -80%; inconclusive = mostly about -51% to -80%; note: % is set by controls: 0 for no effect and ±100 for the full control effect
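Neuro2A cells in DMEM with 0.5% FBS, overnight at 37 deg C, given compound at single 50 µM final, then IGF (6 nM final) for 20 min at 37 deg C. Lysed; phospho-Akt Ser473 by HTRF after 24 h, 665/615 ratio.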
EPAC2 antag = antagonists of human EPAC2 | Q8WZA2 | EPAC2 GEF exchange of Rap1B-BODIPY-GDP, fluorescence | Potency, µM (titrated, usually from 114 µM), inactives show top-dose activity, negative = inhibition, usual class: inhibitors | 0.18% of 360,000 active; note: potency is the fitted concentration of half-maximal effect; % is set by controls: 0 for no effect and ±100 for the full control effect; nearly all actives have a fitted effect of over 45% in size; many of its hits are not listed in these tables
Target sequence (Q8WZA2 whole entry, looked up): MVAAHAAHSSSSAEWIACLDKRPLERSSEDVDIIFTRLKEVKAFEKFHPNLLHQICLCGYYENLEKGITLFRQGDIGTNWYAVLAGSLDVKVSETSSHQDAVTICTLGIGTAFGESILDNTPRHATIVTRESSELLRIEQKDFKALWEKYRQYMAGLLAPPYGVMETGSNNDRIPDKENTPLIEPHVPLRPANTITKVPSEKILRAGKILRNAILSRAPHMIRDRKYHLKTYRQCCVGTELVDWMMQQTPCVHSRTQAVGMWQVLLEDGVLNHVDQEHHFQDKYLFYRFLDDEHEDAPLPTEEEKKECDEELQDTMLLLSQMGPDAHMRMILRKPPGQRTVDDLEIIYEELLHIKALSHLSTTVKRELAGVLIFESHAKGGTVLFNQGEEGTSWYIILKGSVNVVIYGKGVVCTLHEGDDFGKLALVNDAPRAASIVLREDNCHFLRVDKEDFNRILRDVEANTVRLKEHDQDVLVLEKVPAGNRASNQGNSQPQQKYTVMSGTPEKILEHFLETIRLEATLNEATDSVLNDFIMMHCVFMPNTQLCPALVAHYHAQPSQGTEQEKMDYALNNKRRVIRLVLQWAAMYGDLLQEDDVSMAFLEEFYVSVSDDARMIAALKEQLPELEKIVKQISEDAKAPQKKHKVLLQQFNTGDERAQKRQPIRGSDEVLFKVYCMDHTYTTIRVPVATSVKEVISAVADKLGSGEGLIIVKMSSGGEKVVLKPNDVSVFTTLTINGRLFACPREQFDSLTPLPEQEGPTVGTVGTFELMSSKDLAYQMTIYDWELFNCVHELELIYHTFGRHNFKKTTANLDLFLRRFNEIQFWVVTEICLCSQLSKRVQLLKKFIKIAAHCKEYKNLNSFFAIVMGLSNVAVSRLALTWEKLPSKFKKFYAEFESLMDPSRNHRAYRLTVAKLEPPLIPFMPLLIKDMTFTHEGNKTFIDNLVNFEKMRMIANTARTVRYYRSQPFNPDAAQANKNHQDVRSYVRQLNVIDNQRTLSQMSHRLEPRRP
Nrf2 block = blocks Nrf2 signaling; A549 ARE-Fluc reporter, luciferase luminescence, 18-24 h; Potency, µM (titrated, usually from 46 µM), inactives show at the top dose activity change, negative = inhibition, actives largely listed as inhibitors; 2.1% of 360,000 active; AID 504444; note: potency is the fitted concentration of half-maximal effect; % is set by controls: 0 for no effect and ±100 for the full control effect; nearly all actives have a fitted effect of over 60% in size
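Reporter: ARE-Fluc in A549. Exposure: 18-24 h, 37 °C, 5% CO2, 5% FBS OPTI-MEM. Readouts: fluorescent cytotoxicity (CellTiter-Fluor), then luminescent Nrf2 signal after BugLite.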
CCT chaperon mod = changes cytosolic chaperonin activity | 0.3% of 360,000 active | purified chaperonin ATPase assay, HTRF ADP detection, 30 min | activity change, % (concentration not given with the values), hits read low | AID 651819; in the data active = activity change below about -30%; note: % is set by controls: 0 for no effect and ±100 for the full control effect
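We incubate TRiC, 40 or 20 nM final, with library compounds at 76 uM and 10 uM ATP for 30 min at 37 °C. ADP formed is detected with Transcreener HTRF reagents after 30 min at room temperature.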
EPAC2 agonist = EPAC2 (human) agonism; Q8WZA2; EPAC2 activation, biochemical qHTS; response scale: 100% = 6.5 mM cAMP response; Potency, µM (highest dose often 154 µM), for the others: top-dose activation, actives largely listed as activators; 0.079% of 360,000 active; AID 720711; note: potency is the fitted concentration of half-maximal effect; nearly all actives have a fitted effect of over 50% in size
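Guanine nucleotide exchange by EPAC2 is measured as reduced fluorescence of BODIPY-GDP once it is released from 250 nM Rap1B. Plates are read kinetically for 30 min at room temperature; results are scaled to 6.5 mM cAMP.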
TGFb SMAD3 inh = blocks TGF-b signaling; Potency, µM (highest dose often 46.1 µM), for inactives: at the highest dose activity, negative = inhibition, usual class: inhibitors; 1.2% of 410,000 active; HepG2 CAGA-GFP TGF-b/SMAD3 reporter, GFP fluorescence, 18 h; TGF-beta stimulated, 500 pg/mL final; note: potency is the fitted concentration of half-maximal effect; % is set by controls: 0 for no effect and ±100 for the full control effect; nearly all actives have a fitted effect of over 65% in size
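Read-out: total well GFP (ex488/em500-530) summed from mean per-cell fluorescence. Cells: HEPG2 CAGA-GFP, 1% FBS DMEM, 18 h at 37 degrees C with 500 pg/mL final TGF-beta. Unstimulated wells served as the full-inhibition control; stimulated DMSO wells = 0%.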
* marks the source's active call; other numbers are inactive results. Unless noted, calls come from the whole dose curve; as a rule, active = well fitted curve in the direction sought with a large enough effect; inconclusive = small, poorly fitted or top-dose-only effect, or another doubt; inactive = no such curve, though single readings can be large; an effect the other way counts as inactive or inconclusive. The list is partial (hit frequency here may not be typical).

A first look:
Screening Cc1ccc(NC(=O)Cn2nnc(C(=O)NCc3ccco3)c2N)c(C)c1 returned A549 viability -9%, MmCpn inh 0%, Nrf2 ARE act 0.1%, pAkt inh inactive, EPAC2 antag 12%, Nrf2 block 12%, CCT chaperon mod -0.4, EPAC2 agonist -5% and TGFb SMAD3 inh 23%.
C[C@H](CO)N1C[C@H](C)[C@@H](CN(C)C(=O)CN2CCOCC2)Oc2cc(Br)ccc2S1(=O)=O was read as Nrf2 ARE act -0.6%, pAkt inh inactive, EPAC2 antag 0%, CCT chaperon mod -3.0, EPAC2 agonist -3% and TGFb SMAD3 inh -1%.
C=CCNC(=O)C(C)N1C(=O)c2ccccc2C1=O (stereo not given) was read as A549 viability 5%, MmCpn inh 1%, Nrf2 ARE act 0.0%, pAkt inh inactive, EPAC2 antag -1%, Nrf2 block -12%, CCT chaperon mod -1.5, EPAC2 agonist 7% and TGFb SMAD3 inh -1%.

All compounds of this part, repeating the preview:
Screening Cc1ccc(NC(=O)Cn2nnc(C(=O)NCc3ccco3)c2N)c(C)c1 returned A549 viability -9%, MmCpn inh 0%, Nrf2 ARE act 0.1%, pAkt inh inactive, EPAC2 antag 12%, Nrf2 block 12%, CCT chaperon mod -0.4, EPAC2 agonist -5% and TGFb SMAD3 inh 23%.
C[C@H](CO)N1C[C@H](C)[C@@H](CN(C)C(=O)CN2CCOCC2)Oc2cc(Br)ccc2S1(=O)=O was read as Nrf2 ARE act -0.6%, pAkt inh inactive, EPAC2 antag 0%, CCT chaperon mod -3.0, EPAC2 agonist -3% and TGFb SMAD3 inh -1%.
C=CCNC(=O)C(C)N1C(=O)c2ccccc2C1=O (stereo not given) was read as A549 viability 5%, MmCpn inh 1%, Nrf2 ARE act 0.0%, pAkt inh inactive, EPAC2 antag -1%, Nrf2 block -12%, CCT chaperon mod -1.5, EPAC2 agonist 7% and TGFb SMAD3 inh -1%.
For CC(=O)c1ccc(OCC(=O)NC(=O)NC2CCCC2)cc1 the results were Nrf2 ARE act -0.3%, pAkt inh inactive, EPAC2 antag 20%, CCT chaperon mod -0.2, EPAC2 agonist 10% and TGFb SMAD3 inh -3%.
Screening Cc1c(C(=O)NC(C)c2ccccn2)oc2c(Cl)cccc12 (stereo not given) returned A549 viability 1%, MmCpn inh -1%, Nrf2 ARE act 15%, pAkt inh inactive, EPAC2 antag inconclusive, Nrf2 block 5%, CCT chaperon mod -0.6, EPAC2 agonist -3% and TGFb SMAD3 inh 26%.
Screening COc1ccc(NC(=O)c2ccc3ccccc3c2)cc1NS(=O)(=O)c1ccc(F)cc1 returned A549 viability -7%, MmCpn inh -7%, Nrf2 ARE act 1.8%, pAkt inh inactive, EPAC2 antag -7%, Nrf2 block inconclusive, CCT chaperon mod 2.8, EPAC2 agonist 7% and TGFb SMAD3 inh -1%.
Screening CCOc1ccc(C2=CSC3=NCCN23)cc1[N+](=O)[O-] returned A549 viability -2%, MmCpn inh 4%, Nrf2 ARE act -0.3%, pAkt inh inactive, EPAC2 antag 6%, Nrf2 block inconclusive, CCT chaperon mod -5.1, EPAC2 agonist 8% and TGFb SMAD3 inh 0%.
Screening COc1ccc(OC)c(N(CC(=O)NCCSCc2ccc(C)cc2)S(C)(=O)=O)c1 returned A549 viability inconclusive, MmCpn inh 0%, Nrf2 ARE act 0.6%, pAkt inh inactive, EPAC2 antag -13%, Nrf2 block inconclusive, CCT chaperon mod 0.9, EPAC2 agonist 3% and TGFb SMAD3 inh 19%.
For COc1ccc(CCNC(=O)CCc2c(C)nc3cc(-c4ccc(Cl)cc4)nn3c2C)c(OC)c1 the results were A549 viability -1%, Nrf2 ARE act -2.7%, Nrf2 block inconclusive and TGFb SMAD3 inh -20%.
`CCC(CC)C(=O)Nc1ccc(C)cc1O` gave A549 viability 3%, MmCpn inh 1%, Nrf2 ARE act 0.2%, pAkt inh inactive, EPAC2 antag 1%, Nrf2 block 1%, CCT chaperon mod -0.7, EPAC2 agonist 6% and TGFb SMAD3 inh 13%.
`COc1ccc(CC(=O)NCC2CCCN(Cc3cc(OC)cc(OC)c3)C2)cc1` (stereo not given) gave A549 viability 16%, MmCpn inh -1%, Nrf2 ARE act -0.4%, pAkt inh inactive, EPAC2 antag 18%, Nrf2 block 0%, CCT chaperon mod -0.9, EPAC2 agonist 15% and TGFb SMAD3 inh -2%.
`Cc1ccccc1CNC(=O)CCSCc1cnn(-c2ccccc2)c1-n1cccc1` gave A549 viability 11%, Nrf2 ARE act -0.8%, Nrf2 block inconclusive and TGFb SMAD3 inh -7%.
S=C(NC12CC3CC(CC(C3)C1)C2)N1CCCC1 was read as A549 viability -1%, MmCpn inh 0%, Nrf2 ARE act 1.9%, pAkt inh inactive, EPAC2 antag 1%, Nrf2 block 4%, CCT chaperon mod -1.0, EPAC2 agonist 0% and TGFb SMAD3 inh -7%.
For C/C(=N\NC(=O)Cc1cccn1C)c1ccc([N+](=O)[O-])cc1 the results were A549 viability -2%, MmCpn inh 0%, Nrf2 ARE act 5.3%, pAkt inh inactive, EPAC2 antag 9%, Nrf2 block -25%, CCT chaperon mod 2.3, EPAC2 agonist 13% and TGFb SMAD3 inh -9%.
Screening CC(NCc1ccc(S(N)(=O)=O)cc1)C(=O)Nc1cccc(Cl)c1 (stereo not given) returned A549 viability 2%, MmCpn inh 1%, Nrf2 ARE act 0.0%, pAkt inh inactive, EPAC2 antag 4%, Nrf2 block 4%, CCT chaperon mod -0.2, EPAC2 agonist 7% and TGFb SMAD3 inh 2%.
Screening Cc1ccc(C(=O)Nc2ccc(C(=O)N/N=C/c3ccccn3)cc2)cc1 returned A549 viability -1%, MmCpn inh 2%, Nrf2 ARE act 3.2%, pAkt inh inactive, EPAC2 antag 12%, Nrf2 block inconclusive, CCT chaperon mod -2.3, EPAC2 agonist -5% and TGFb SMAD3 inh -1%.
`COC(=O)c1c(C)n(-c2ccccc2)c2ccc(O)cc12` gave A549 viability -8%, MmCpn inh -1%, Nrf2 ARE act 5.6%, pAkt inh inactive, EPAC2 antag -1%, Nrf2 block 1%, CCT chaperon mod 2.5, EPAC2 agonist -13% and TGFb SMAD3 inh -23%.
O=C(O)C1C2CCC(O2)C1C(=O)Nc1ccc(Br)cc1F (stereo not given) was read as A549 viability 1%, Nrf2 ARE act -0.5%, pAkt inh inactive, EPAC2 antag 14%, Nrf2 block 0%, CCT chaperon mod -3.4, EPAC2 agonist -1% and TGFb SMAD3 inh -4%.
`COCCn1c(=S)[nH]c2sc3c(c2c1=O)CCC(C)C3` (stereo not given) gave A549 viability -2%, MmCpn inh -1%, Nrf2 ARE act 5.6%, pAkt inh inactive, EPAC2 antag -14%, Nrf2 block inconclusive, CCT chaperon mod -1.2, EPAC2 agonist 0% and TGFb SMAD3 inh 0%.
`Cc1ccc(S(=O)(=O)N2C[C@]3(O)C[C@@H]4C(=O)N(c5ccccc5)C(=O)[C@@H]4C[C@]3(OC(=O)NCC3CCCCC3)C2)cc1` gave Nrf2 ARE act 1.3%, pAkt inh inactive, EPAC2 antag 3%, CCT chaperon mod 1.8, EPAC2 agonist -4% and TGFb SMAD3 inh 18%.
Screening CN(C)c1ccc(CNC(=O)/C=C/[C@H]2O[C@@H](n3ccc(=O)[nH]c3=O)[C@H](O)[C@@H]2O)cc1 returned Nrf2 ARE act 0.5%, pAkt inh inactive, EPAC2 antag 4%, CCT chaperon mod -0.6, EPAC2 agonist 5% and TGFb SMAD3 inh 4%.
Screening N#Cc1ccc(Cn2ccnc2C(=O)Nc2ccccc2)cc1 returned A549 viability -1%, MmCpn inh 2%, Nrf2 ARE act 2.6%, pAkt inh inactive, EPAC2 antag 5%, Nrf2 block inconclusive, CCT chaperon mod -1.3, EPAC2 agonist 11% and TGFb SMAD3 inh -12%.
Screening CCOC(=O)c1cc(C(=O)OCC)c(=O)[nH]c1C returned A549 viability -1%, MmCpn inh 0%, Nrf2 ARE act -0.2%, pAkt inh inactive, EPAC2 antag 11%, Nrf2 block -9%, CCT chaperon mod 1.9, EPAC2 agonist 9% and TGFb SMAD3 inh -10%.
Cc1cccc(N2CCN(C(=O)CCC(=O)N3CC(C)Oc4ccc(C)cc43)CC2C)c1 (stereo not given) was read as A549 viability -4%, MmCpn inh 1%, Nrf2 ARE act -0.9%, pAkt inh inactive, EPAC2 antag -15%, Nrf2 block -28%, CCT chaperon mod -0.6, EPAC2 agonist inconclusive and TGFb SMAD3 inh inconclusive.
Screening Cc1ccc(-n2nnnc2SCC(=O)NC2CCS(=O)(=O)C2)c(C)c1 (stereo not given) returned A549 viability 0%, MmCpn inh 2%, Nrf2 ARE act -0.5%, pAkt inh inactive, EPAC2 antag 2%, Nrf2 block 1%, CCT chaperon mod 2.9, EPAC2 agonist 4% and TGFb SMAD3 inh -14%.
Screening Cc1cccc(NC(=O)CCS(=O)(=O)c2ccccc2)c1 returned A549 viability -4%, MmCpn inh 0%, Nrf2 ARE act 2.6%, pAkt inh inactive, EPAC2 antag 1%, Nrf2 block inconclusive, CCT chaperon mod -0.8, EPAC2 agonist 3% and TGFb SMAD3 inh -4%.
O=C1CCN(c2ncccc2[N+](=O)[O-])CC1 was read as A549 viability -5%, MmCpn inh -12%, Nrf2 ARE act -0.4%, pAkt inh inactive, EPAC2 antag 10%, Nrf2 block -4%, CCT chaperon mod -17, EPAC2 agonist 3% and TGFb SMAD3 inh 8%.
Screening O=C(NCCc1ccc(C(F)(F)F)cc1)C1CCC(=O)N(CCCc2ccccc2)C1 (stereo not given) returned A549 viability 1%, MmCpn inh 1%, Nrf2 ARE act -0.3%, pAkt inh inactive, EPAC2 antag -1%, Nrf2 block -17%, CCT chaperon mod -1.0, EPAC2 agonist -11% and TGFb SMAD3 inh -28%.
